HCV core dimer – HCV core protein dimerization inhibition; TR-FRET GST/Flag-core106 dimerization, 1536-well; inhibition, % at 5 µM; 300,000 compounds, 0.33% hits; AID 1899;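 active means inhibition above the mean of all tested compounds plus 3 SD, set per screening campaign, cut at about 45% in these data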
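Assay system – GST-tagged and Flag-tagged HCV core protein residues 1-106 · Quantity – core106 proteins, GST 13.5 nM and Flag 17 nM · Benchmarks – unlabelled core106 and no-GST-core106 wells · Read-out basis – percent inhibition of core106 dimerization signal · Detection – time-resolved FRET, ex 340 nm, em 617 and 671 nm · Schedule – 4 h at 22.5 °C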
PP5 primary – PP5 (human) phosphatase inhibition; P53041; purified PP5c, OMFP substrate fluorescence; inhibition, % at 6.7 µM; 320,000 compounds, 0.18% hits;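 active means inhibition above the campaign's mean inhibition across all tested compounds plus 3 SD, cut at about 9.5% in these data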;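 further: 0% = DMSO only and 100% = 100 µM cantharidin control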
Target sequence (P53041 whole entry, looked up): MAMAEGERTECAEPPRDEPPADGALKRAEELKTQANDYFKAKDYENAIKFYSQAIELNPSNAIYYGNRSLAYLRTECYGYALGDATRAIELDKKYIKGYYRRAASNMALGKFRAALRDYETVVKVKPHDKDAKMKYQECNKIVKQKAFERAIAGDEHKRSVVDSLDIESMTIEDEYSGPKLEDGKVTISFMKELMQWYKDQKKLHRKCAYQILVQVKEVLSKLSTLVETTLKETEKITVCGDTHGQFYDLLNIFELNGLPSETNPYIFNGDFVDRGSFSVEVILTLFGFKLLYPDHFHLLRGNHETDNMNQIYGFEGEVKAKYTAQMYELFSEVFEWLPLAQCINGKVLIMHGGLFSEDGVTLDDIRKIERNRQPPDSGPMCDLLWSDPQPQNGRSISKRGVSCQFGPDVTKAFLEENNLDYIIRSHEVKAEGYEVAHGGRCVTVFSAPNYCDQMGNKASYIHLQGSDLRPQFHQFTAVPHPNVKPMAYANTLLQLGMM
PP1 inh – blocks human PP1-alpha phosphatase, a PP5 counter-screen | purified PP1alpha, OMFP fluorescence | inhibition, % at 6.7 µM | 320,000 compounds, 0.9% hits | AID 2235;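 active means inhibition above the mean inhibition of all tested compounds plus 3 SD, computed separately for each screening campaign, cut at about 15% in these data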
Efflux pump mplx – antifungal efflux pump inhibition, Nile Red retention | S. cerevisiae Candida pump triplex | inhibition, % at 10 µM | 330,000 compounds, 0.44% hits;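 active means plate passing quality check with inhibition over a set limit, or well fluorescence over plate mean plus 4 SD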;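 further: Nile Red retained in pooled yeast measured as flow cytometry median fluorescence; 0% = buffer negative control and 100% = Enniatin B positive control; higher means more Nile Red kept so more efflux inhibition; some compounds called inactive have numbers as strong as hits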
TPT1 inhibitor – blocks Candida albicans tRNA 2'-phosphotransferase; 300,000 compounds, 0.81% hits; recombinant caTPT1, FP RNA substrate dephosphorylation; inhibition, % at 5 µM;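 active means inhibition above the mean of all tested compounds plus 3 SD, set per screening campaign, cut at about 24% in these data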;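 further: plate controls were DMSO alone for no effect and ferristatin control at 100 nM for full effect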
GASC-1 inh – human JMJD2C demethylase inhibition. Q9H3R0. GST-JMJD2C(1-420) H3K9me3 demethylation, DELFIA europium. inhibition, % at 2.35 µM. 330,000 compounds, 0.069% hits;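 active means more than half of a compound's replicate wells show inhibition beyond 50%, single wells judged on their own value; inconclusive means some, but no more than half, of replicates pass 50% inhibition; inactive means no replicate passes 50% inhibition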;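 further: signal counts dimethyl H3K9 product captured on neutravidin plate; 0% = median of DMSO wells and 100% = 0.3 times that DMSO median; strong numbers were not always called active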
Target sequence (Q9H3R0 1-420 limits assumed): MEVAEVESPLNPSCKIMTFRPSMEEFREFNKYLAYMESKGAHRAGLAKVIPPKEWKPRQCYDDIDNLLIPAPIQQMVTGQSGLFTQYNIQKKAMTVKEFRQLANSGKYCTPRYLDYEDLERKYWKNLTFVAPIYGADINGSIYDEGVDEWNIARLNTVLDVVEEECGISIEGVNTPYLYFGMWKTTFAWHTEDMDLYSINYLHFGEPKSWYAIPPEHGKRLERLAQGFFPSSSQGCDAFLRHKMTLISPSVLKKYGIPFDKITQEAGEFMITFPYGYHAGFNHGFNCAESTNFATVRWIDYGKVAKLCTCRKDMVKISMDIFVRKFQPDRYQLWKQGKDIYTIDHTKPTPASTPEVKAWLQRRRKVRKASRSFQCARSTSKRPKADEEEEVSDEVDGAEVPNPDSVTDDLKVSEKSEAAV
CTSL1 counter – cathepsin L1 inhibition, PFM18AAP counter-screen. recombinant F. hepatica cathepsin L1, Z-Leu-Arg-MCA fluorescence. inhibition, % at 5.96 µM. 300,000 compounds, 0.49% hits. AID 1906;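 active means inhibition above the mean of all tested compounds plus 3 SD, set per screening campaign, cut at about 17% in these data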;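 further: 0% = plate median of test compound wells and 100% = 1 µM Z-Phe-Ala-diazomethylketone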
procasp7 counter – activates human procaspase-7, counter-screen for procaspase-3 activators; activation, % at 8.5 µM; 330,000 compounds, 0.093% hits; recombinant procaspase-7, Ac-DEVD-pNA absorbance 405 nm; D23A/D198A/D206A triple mutant, cannot self-cleave; scale: DMSO 0, 5 µM enzyme 100; P55210; AID 463210;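 active means percent activation above the screen-wide mean plus 3 SD, cut at about 25% in these data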
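signal = Epi-absorbance of released pNA at 405 nm, two timepoints | assay system = Uncleavable procaspase-7 mutant enzyme | reagent = Ac-DEVD-pNA substrate, 400 µM as added | times = 1 h enzyme–compound preincubation and 2 h substrate reaction, both 25 °C | benchmarks = low DMSO alone, high DMSO plus 5 µM PC-7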
procasp3 activ – procaspase-3 (human) activation; P42574; recombinant procaspase-3 D3A, Ac-DEVD-pNA absorbance 405 nm; activation, % at 8.5 µM; 330,000 compounds, 0.11% hits; AID 463141;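 active means activation above the mean of all tested compounds plus 3 SD, cut at about 21% in these data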;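 further: 0% = DMSO alone and 100% = DMSO wells spiked with extra 5 µM PC-3 D3A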
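Technique: 405 nm absorbance of p-nitroaniline, reads at 0 and 120 min; Test system: Procaspase-3 D3A mutant; Incubation: 1 h enzyme-compound preincubation, then 2 h substrate reaction, 25 °C; Repeats: singlicate, each compound tested once; Benchmarks: low control DMSO wells, high control DMSO plus 5 µM PC-3 D3A.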
* marks the source's active call; other numbers are inactive results; ? = inconclusive; · = no result given. Rows are unselected; about 2.9% have a hit in one of these screens.

Second line of a record – HCV core dimer | PP5 primary | PP1 inh | Efflux pump mplx | TPT1 inhibitor | GASC-1 inh | CTSL1 counter | procasp7 counter | procasp3 activ
Cc1ccccc1-c1nc(Cc2ccccc2)no1
 : 2 | 3.3 | -3 | 0.0 | -4 | -2 | 0 | 8 | 3
S=C1c2ccccc2CN1c1ccccc1
 : -6 | 3.0 | 2 | 0.1 | 2 | 12 | -3 | -4 | 0
C=CCC1C=C(C)CC(CC=C)N1 (configuration not stated)
 : -4 | -3.2 | -1 | 0.3 | -1 | 20 | -1 | -2 | 8
COc1cccc(CN(C)CC(=O)Nc2ccccc2C(=O)Nc2ccccc2)c1
 : 2 | 1.0 | 0 | 0.1 | 0 | -2 | -1 | 4 | 6
Cc1nn2c3ccccc3n(CC(=O)c3cccs3)c2nc1=O
 : -4 | 0.3 | -2 | 0.2 | 0 | 14 | 4 | -7 | -1
Cc1nn(C(C)C(=O)Nc2ccc(Cl)cn2)c(C)c1[N+](=O)[O-] (configuration not stated)
 : 0 | -0.3 | -3 | -0.1 | 0 | -4 | 6 | -4 | -7
CC(=O)c1ccc(NC(=O)C2CCCN(S(=O)(=O)c3cccc4nonc34)C2)cc1 (configuration not stated)
 : 4 | 0.1 | 0 | 0.0 | 2 | 9 | -36 | 3 | 4
Cn1c(C(=O)NCCN2CCOCC2)cc2c(=O)n(C)c3ccccc3c21
 : 4 | 0.1 | 0 | -0.2 | -2 | -13 | 0 | 2 | 8
Cc1ccc(NC(=O)c2cc(N3C(=O)C=CC3=O)ccc2Cl)cc1C
 : 25 | 5.5 | 8 | 0.4 | 6 | 1 | 2 | 3 | -6
O=C1CS(=O)(=O)c2ccccc2N1
 : -1 | 1.1 | -1 | 0.2 | 2 | -35 | -3 | 5 | 1
CCOc1ccc(N(C(=O)c2ccc(S(=O)(=O)N3CCCC3)cc2)C2C=CS(=O)(=O)C2)cc1 (configuration not stated)
 : 4 | -1.0 | 0 | -0.1 | -1 | -5 | 7 | 6 | 3
O=C(CSc1nnc(NC(=O)C2CC(=O)N(c3ccc(F)cc3)C2)s1)NCC1CCCO1 (configuration not stated)
 : 17 | -0.6 | -1 | 0.0 | 0 | -1 | -2 | 11 | -3
CCOC(=O)c1c(C)[nH]c(C(=O)OCC(=O)N2CCCC2=O)c1C
 : -2 | 2.8 | 0 | -0.1 | -1 | -5 | -5 | 2 | -3
O=C(Cc1ccc(Cl)cc1)N1CCc2ccccc2C1
 : 3 | 1.7 | -3 | 0.0 | -35 | -25 | 0 | -7 | -5
N#Cc1c(N)sc(=S)c2c1CCCCC2
 : 4 | -0.7 | 3 | -0.3 | -17 | 4 | 3 | -18 | -1
Cn1cccc1Cc1nnc(SCC(=O)Nc2ccc3c(c2)OCO3)n1CCc1ccccc1
 : 4 | 0.8 | 3 | -0.1 | -6 | -7 | 2 | -13 | -7
CC1(C(=O)N2CCC(CC3CC(c4ccc(Cl)cc4)=NO3)(C(=O)NCC3CCCCC3)CC2)CC1 (configuration not stated)
 : 7 | 2.1 | -4 | -0.1 | -2 | 10 | 0 | 4 | 2
C(=N\Nc1ccccn1)/c1ccc2c(c1)OCCO2
 : -5 | 3.2 | -2 | 0.1 | -6 | 7 | 2 | 5 | -5
CS(=O)(=O)c1nc(-c2cccs2)cc(C(F)(F)F)n1
 : 5 | -0.1 | 1 | -0.2 | -3 | 1 | 4 | -13 | -5
Cc1cc(C)n(-c2nc(NCC3CCCO3)c3c4c(sc3n2)COC(C)(C)C4)n1 (configuration not stated)
 : 3 | 0.2 | 6 | -0.2 | -2 | -3 | 2 | 0 | 8
C/C(=N\NC(=O)c1ccc(Cl)cc1)c1cccc(NC(=O)c2cccnc2)c1
 : -3 | 2.8 | 5 | 0.8 | -1 | 1 | -6 | -3 | -6
NC(=O)c1cccc(NC(=O)Nc2ccc(Cl)cc2)c1
 : 14 | -1.2 | 6 | 0.0 | 3 | 3 | -1 | -7 | 5
Cc1cc(NC(=O)C(C)Oc2ccc(Cl)cc2Cl)no1 (configuration not stated)
 : 0 | -1.7 | -4 | -0.1 | 0 | -9 | 1 | 4 | 3
CCOC(=O)c1c(C)c(C(=O)N2CCN(c3cccc(Cl)c3)CC2)c(C)n1C
 : 10 | 2.9 | 0 | 0.0 | -2 | ? | 3 | -4 | 5
CC(=O)c1ccc(NC(=O)CN2CCOCC2)cc1
 : 2 | -0.5 | -1 | 0.0 | 1 | 4 | -2 | -8 | 6
COCc1cc(=O)oc2cc(NC(=O)c3ccc(C(C)(C)C)cc3)ccc12
 : 1 | 1.3 | -4 | 0.3 | 0 | -13 | -6 | 1 | -1
CCOc1cc(C2C3=C(CC(C)(C)CC3=O)N(C)C3=C2C(=O)CC(C)(C)C3)ccc1O
 : 10 | -1.4 | 2 | 0.0 | 0 | 0 | 6 | -4 | -1
O=C(OCc1ccccc1F)c1cc([N+](=O)[O-])ccc1N1CCOCC1
 : 0 | 1.4 | -2 | 0.1 | 3 | 19 | 0 | -5 | 1
COCc1nc(-c2cc(Br)ccc2OC)no1
 : -8 | 4.5 | -2 | 0.1 | 4 | -2 | -1 | 6 | 3
COc1ccc(NC(=O)CC#N)cc1OC
 : -4 | 0.6 | 0 | 0.0 | 3 | -1 | -2 | 7 | 2

5 records drawn at random from those above:
Second line of a record – HCV core dimer | PP5 primary | PP1 inh | Efflux pump mplx | TPT1 inhibitor | GASC-1 inh | CTSL1 counter | procasp7 counter | procasp3 activ
COCc1nc(-c2cc(Br)ccc2OC)no1
 : -8 | 4.5 | -2 | 0.1 | 4 | -2 | -1 | 6 | 3
N#Cc1c(N)sc(=S)c2c1CCCCC2
 : 4 | -0.7 | 3 | -0.3 | -17 | 4 | 3 | -18 | -1
O=C(CSc1nnc(NC(=O)C2CC(=O)N(c3ccc(F)cc3)C2)s1)NCC1CCCO1 (configuration not stated)
 : 17 | -0.6 | -1 | 0.0 | 0 | -1 | -2 | 11 | -3
Cc1ccc(NC(=O)c2cc(N3C(=O)C=CC3=O)ccc2Cl)cc1C
 : 25 | 5.5 | 8 | 0.4 | 6 | 1 | 2 | 3 | -6
CCOc1cc(C2C3=C(CC(C)(C)CC3=O)N(C)C3=C2C(=O)CC(C)(C)C3)ccc1O
 : 10 | -1.4 | 2 | 0.0 | 0 | 0 | 6 | -4 | -1

By substructure, the entries above containing a nitro group on carbon (2)
Second line of a record – HCV core dimer | PP5 primary | PP1 inh | Efflux pump mplx | TPT1 inhibitor | GASC-1 inh | CTSL1 counter | procasp7 counter | procasp3 activ
Cc1nn(C(C)C(=O)Nc2ccc(Cl)cn2)c(C)c1[N+](=O)[O-] (configuration not stated)
 : 0 | -0.3 | -3 | -0.1 | 0 | -4 | 6 | -4 | -7
O=C(OCc1ccccc1F)c1cc([N+](=O)[O-])ccc1N1CCOCC1
 : 0 | 1.4 | -2 | 0.1 | 3 | 19 | 0 | -5 | 1

Next results follow.
Second line of a record – HCV core dimer | PP5 primary | PP1 inh | Efflux pump mplx | TPT1 inhibitor | GASC-1 inh | CTSL1 counter | procasp7 counter | procasp3 activ
CCOC(=O)c1cnn(-c2ccccc2)c1NC(=O)c1ccccc1C
 : -3 | 2.5 | -13 | -0.3 | 2 | 7 | -10 | 5 | 3
O=C(Nn1cnnc1)c1cc(-c2cccc(Br)c2)nc2ccccc12
 : 14 | 2.1 | 0 | -0.1 | 0 | -4 | -1 | 9 | 0
Cc1cc(-n2c(C)cc(C(=O)CSc3[nH]c(=O)cc(C(F)(F)F)c3C#N)c2C)no1
 : · | 4.0 | 0 | -0.1 | · | -12 | · | -13 | 11
CCC1CCC2(CC1)NNC(=S)NN2
 : 1 | -3.3 | -1 | 0.0 | -1 | 4 | 7 | 1 | -4
N#CC(C(=O)Nc1ccc(Cl)cc1)=C1Nc2ccccc2N1
 : -5 | 0.9 | 1 | -0.1 | 5 | 7 | 8 | 3 | -14
Cc1ccc(S(=O)(=O)N(C)C)cc1NC(=O)c1ccccc1SCC(=O)N1CCCC1
 : · | 0.3 | -3 | -0.1 | · | 4 | · | 7 | 12
CCc1cccc(C)c1NC(=O)C1CCCN(S(C)(=O)=O)C1 (configuration not stated)
 : 0 | -0.9 | -1 | 0.0 | -1 | 6 | 2 | -4 | 0
CC(=O)c1cccc(NC(=S)Nc2ccn(Cc3cccc4ccccc34)n2)c1
 : 18 | 0.5 | -3 | 0.2 | 1 | -2 | -1 | -12 | -5
COc1ccc(-c2cc(C(=O)N3CCN(c4ccccn4)CC3)c3ccccc3n2)cc1
 : 6 | 3.3 | 2 | -0.2 | -3 | 2 | -5 | -5 | 10
Cc1ccc(S(=O)(=O)c2nc(-c3ccccc3Cl)oc2NCCCN2CCOCC2)cc1
 : -10 | 0.1 | -4 | 3.5 | 0 | 0 | 1 | -4 | -7
CCNc1nc(NCC)n2c(SCC(=O)N3CC4(C)CC3CC(C)(C)C4)nnc2n1 (configuration not stated)
 : 2 | -0.5 | -1 | 0.3 | 0 | 9 | -4 | -3 | -4
CCCSc1nc(C)cc(C)c1C(N)=O
 : -5 | -0.4 | -3 | 0.0 | -1 | -4 | -3 | 5 | 8
Cc1c(C(=O)N(C)Cc2nc3ccccc3c(=O)[nH]2)oc2ccccc12
 : · | · | · | 0.0 | · | 5 | · | -7 | -1
Cn1c(=N)n(CC(O)c2cccs2)c2ccccc21 (configuration not stated)
 : 1 | 0.3 | 2 | 0.1 | -7 | -5 | -3 | 1 | -6
CCn1c(SCCC(C)C)nnc1-c1c[nH]c2ccccc12
 : 0 | 6.0 | 8 | 0.3 | 0 | 43 | 5 | 16 | -3
Cc1c(C(=O)NCCN2CCOCC2)sc2nc(-c3ccc(F)cc3)cn12
 : 1 | 2.7 | -1 | -0.1 | 2 | 13 | 0 | 6 | -5
CCCCOC(=O)Nc1ccccc1C(=O)N1CCCC1
 : 1 | 1.4 | -3 | 0.3 | -1 | 6 | -4 | 4 | 10
Cc1nnc(NC(=O)CSc2ccccc2N)s1
 : -10 | -1.5 | -3 | -0.1 | -4 | 4 | 1 | 13 | -5
CCCCCCN1CC(C(=O)OCC)C(=O)C1=O (configuration not stated)
 : -1 | 1.0 | 5 | -0.2 | -1 | 0 | -1 | 4 | 9
CC(C)C(=O)NC(=S)Nc1ccccc1C(=O)Nc1ccccc1
 : 0 | 1.4 | -1 | 0.0 | 3 | 111 | 0 | -6 | -7
O=C(c1cn(-c2ccccc2)nc1-c1cccc(Br)c1)N1CCOCC1
 : 5 | 3.2 | -2 | -0.1 | -5 | 46 | 2 | -9 | 8
CC(C)CC(=O)Nc1nnc(SCC(=O)NCc2ccc3c(c2)OCO3)s1
 : 0 | 2.9 | 0 | -0.1 | -2 | 9 | -2 | 13 | -10

Assay outcomes: PubChem, several laboratories
